From PubChem BioAssay
S1P3 antagonist – S1P3 receptor antagonists, primary screen, cell-based | CHO S1P3 NFAT-BLA reporter, FRET fluorescence, antagonist mode | Sphingosine 1-phosphate receptor 3 (Homo sapiens), Q99500 | hit rate 0.27% among 170,000 | inhibition, % at 4.98 µM | AID 485, 2006;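 active = inhibition above the plate cutoff, the mean inhibition of test wells on that plate plus 3 SD, cut at about 28% in these data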;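 note: cells challenged with S1P at its EC80 of 0.8 µM; blue over green emission ratio from cleaved BLA substrate after 4 h stimulation; 0% = S1P-stimulated wells and 100% = unstimulated DMSO-only wells; some compounds past the cut are filed as inactive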
Target sequence (Q99500 whole entry, looked up): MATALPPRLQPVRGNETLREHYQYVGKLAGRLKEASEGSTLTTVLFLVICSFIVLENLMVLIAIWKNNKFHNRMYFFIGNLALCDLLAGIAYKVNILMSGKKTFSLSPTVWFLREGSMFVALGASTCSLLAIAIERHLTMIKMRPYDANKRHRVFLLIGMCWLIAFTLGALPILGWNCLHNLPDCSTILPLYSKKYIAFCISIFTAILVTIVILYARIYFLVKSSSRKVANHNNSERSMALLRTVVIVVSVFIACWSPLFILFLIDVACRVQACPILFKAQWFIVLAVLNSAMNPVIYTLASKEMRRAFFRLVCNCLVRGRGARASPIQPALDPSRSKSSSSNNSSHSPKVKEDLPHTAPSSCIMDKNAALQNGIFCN
The depositor's hits bear a star. A portion of the library; rates above refer to the full screens.

Structure | S1P3 antagonist
CCOC(=O)CN(C)S(=O)(=O)c1ccc(-c2cc(C(=O)OC)sc2C(F)(F)F)cc1 | -10
CCOC(=O)C(=CNc1ccccc1N1CCOCC1)C(=O)OCC | 4
Cc1cccc(-n2ncc3c(N(C)Cc4ccccc4)ncnc32)c1 | 5
CSc1ccc(CNC(=O)c2c(C)noc2C)s1 | 3
COc1ccc(C(F)(F)F)cc1N/C=C/c1nnnn1-c1ccc(C)cc1 | -8
Cc1cccc(N(CC(=O)Nc2cccnc2)S(C)(=O)=O)c1 | -4
Nc1ccc(Oc2ccc3c(c2)C(=O)N(CC2CCCO2)C3=O)cc1 (stereo not drawn) | -9
COC(=O)c1cccc(NC(=O)c2ccccc2)c1 | -2
CCc1c(C)nc(N)nc1Cl | -1
Cc1ccc(S(=O)(=O)N(CC(=O)O)Cc2ccco2)cc1 | 10
S=C1NCN(Cc2ccco2)CN1 | 0
C=C(C)CCC1(C)NC(=O)N(c2ccccc2)N1 (stereo not drawn) | 4
O=C(CCC1CCCN(C(=O)c2ccsc2)C1)N1CCN(c2ccccn2)CC1 (stereo not drawn) | 9
CC(C)Cc1nnc(NC(=O)CCC(=O)Nc2ccccc2F)s1 | -4
O=C(/C=C/c1ccc2ccccc2n1)c1cc(Br)ccc1O | -13
O=C(NNC1=NCCN1Cc1ccccc1)c1cccc(C(F)(F)F)c1 | -8
Cc1noc(C)c1S(=O)(=O)Nc1ccccc1OC(F)(F)F | 0
CC(C)NC(=O)COc1ccc(S(=O)(=O)N(C)Cc2ccccc2)cc1 | 1
O=C1CS/C(=N/N=C/c2ccccc2)N1Cc1ccco1 | -7
CN(C)CCC(=O)c1ccc(F)cc1 | -9
CCc1cc(C(=O)c2ccc(OC)cc2)c(NC(=O)CN2CCCCC2)s1 | 10
CN(C)S(=O)(=O)c1cccc(NC(=O)CSc2nncn2C)c1 | -10
CC(C)c1nn2c(N)c(/C=C3\C=Nc4ccccc43)c(=O)nc2s1 | -3
O=C(NCCc1nc2ccccc2[nH]1)c1ccc([N+](=O)[O-])cc1 | -14
Cc1nn(Cc2ccccc2)c(C)c1/C=N/NC(=O)c1ccncc1 | -18
COc1cc(C(=O)NNC(=S)NC(=O)c2ccc3c(c2)OCO3)cc(OC)c1OC | -12
CC(=O)c1ccc(NC(=O)COC(=O)CCc2ccc(S(=O)(=O)N3CCOCC3)cc2)cc1 | -10
CN(C)CCNc1nc2sc3c(c2c(=O)n1-c1ccc(F)cc1)CCCCC3 | 0
C/C(=N\O)c1ccc2c(c1)CC(C)O2 (stereo not drawn) | 8
S=c1[nH]nc(Nc2ccc(Cl)cc2)s1 | 8

Part of the list above, with each value named:
C/C(=N\O)c1ccc2c(c1)CC(C)O2 (stereo not drawn)
  S1P3 antagonist = 8

CC(C)c1nn2c(N)c(/C=C3\C=Nc4ccccc43)c(=O)nc2s1
  S1P3 antagonist = -3

CC(=O)c1ccc(NC(=O)COC(=O)CCc2ccc(S(=O)(=O)N3CCOCC3)cc2)cc1
  S1P3 antagonist = -10

Cc1ccc(S(=O)(=O)N(CC(=O)O)Cc2ccco2)cc1
  S1P3 antagonist = 10

(continued)
Structure | S1P3 antagonist
O=C(CN1C(=O)C2CC=CCC2C1=O)N1CCN(c2ccc([N+](=O)[O-])cc2)CC1 (stereo not drawn) | -10
COCCOC(=O)C1=C(C)N=C2SCCC(=O)N2C1c1cc(Br)ccc1OC (stereo not drawn) | 12
Cc1nc2c(ncn2-c2ccccc2)c(=O)n1NC(=O)CN1CCCCC1 | -10
COc1ccc(CN(C(=O)COc2ccccc2)c2ccccc2C(=O)O)cc1 | -14
COC(=O)CCSC(=S)N1CCOCC1 | -5
Cn1c(=O)[nH]c(=O)c2c1nc(N1CCCCC1)n2C/C=N/Nc1ccc(C(=O)O)cc1 | -14
CSC1=NCCN1C(=O)Cc1cccc2ccccc12 | -9
NNc1ccc(Cl)c(C(=O)O)c1 | 1
CCOc1ccc(Nc2nc3ccccc3c(=O)s2)cc1 | 2
CCn1c(C)cc(/C=C2/SC(=O)N(C(C)C(=O)OC)C2=O)c1C (stereo not drawn) | -14
CCOC(=O)C1CCCCN1Cc1cn(C)nc1-c1ccccc1F (stereo not drawn) | 8
CC1(C)C2CCC(C2)C1(C)NC(=O)C[N+](C)(C)C (stereo not drawn) | 5
Cc1csc(NC(=O)c2c(O)c3cccc4c3n(c2=O)CCC4)n1 | -6
CN(C)C(CNC(=O)c1cc(S(=O)(=O)N(C)c2ccccc2)ccc1Cl)c1ccccc1 (stereo not drawn) | -8
C/C(=N\Nc1cc(C)nc(NCc2ccccc2)n1)c1cccc([N+](=O)[O-])c1 | 1
O=C(Nc1cccc(S(=O)(=O)c2cccc(NC(=O)c3ccco3)c2)c1)c1ccco1 | 18
OC1(c2ccccc2)Cc2cccc[n+]2C1c1ccccc1 (stereo not drawn) | -3
C/C(=N/NC(=O)CN1CCN(S(=O)(=O)c2ccc(C)cc2)CC1)c1ccco1 | -12
CC1(C)C(CC2OCC(CN3CCCCC3)O2)[C@H]2CC[C@@H]1C2 (stereo partly drawn) | -6
CCC(=O)Nc1c(-c2ccccc2)c(=O)c2ccccc2n1C | -11
O=C(NC(=S)Nc1cccc([N+](=O)[O-])c1)c1ccccc1 | -4
COc1ccccc1/C=N/Nc1nc(C)cc(C)n1 | -20
COc1ccc(C(=O)OCC(=O)Nc2sccc2C(N)=O)cc1OC | -2
CCOC(=O)c1sc(NC(=O)CCn2nnc3ccccc32)c(C(=O)OCC)c1C | 8
CCN(CC)CCn1c(-c2ccc(C)cc2)nc(=S)c2c1CC(C)(C)OC2 | 9
CCN(CC)c1ccc(N)cc1S(=O)(=O)Nc1ccc(OC)cc1 | -14
COc1ccc(-c2nc(=S)c3c(n2Cc2cccnc2)CC(C)(C)OC3)cc1 | 5
CCCSc1nc2c(c(=O)[nH]c(=O)n2C)n1CC(O)COc1ccccc1 (stereo not drawn) | 8
CC1=CC(=C2C=CC(=O)C=C2)C=C(C)N1C | -35
CN(CC(=O)Nc1cccc(F)c1)CC(=O)Nc1cccc(S(N)(=O)=O)c1 | -8

Individual results from the list.
Reading for `CCC(=O)Nc1c(-c2ccccc2)c(=O)c2ccccc2n1C` under S1P3 antagonist: -11
Reading for `CN(C)CCNc1nc2sc3c(c2c(=O)n1-c1ccc(F)cc1)CCCCC3` under S1P3 antagonist: 0

More entries follow.
Structure | S1P3 antagonist
CC(=O)Nc1nnc(CSCc2ccccc2F)s1 | -5
CCCCCCC(=O)N1CCCC(c2nc(-c3cccc(OC)c3)no2)C1 (stereo not drawn) | 6
COc1ccc2[nH]c(=O)c(CN(C(=O)C3CCCO3)c3cccc(C)c3)cc2c1 (stereo not drawn) | -15
COc1nc(SCC(=O)Nc2ccccc2Cl)nc(N(C)C)n1 | -2
COc1ccc(Cn2c3nc4ccccc4nc3c3c(=O)n(Cc4ccco4)c(C)nc32)cc1 | 4
O=C(/C=C/c1ccco1)Nc1cccc(C(=O)Nc2ccccc2C(=O)O)c1 | -1
COC(=O)c1ccc(Cn2cc(Cl)cn2)o1 | 12
Cn1cc(C2NC(=O)c3c(sc4c3CCCC4)N2)c2ccccc21 (stereo not drawn) | -3
COc1ccc(C(=O)N=c2sc3c(C)ccc(OC)c3n2C)cc1OC | 6
Cn1nc(C(C)(C)C)c([N+](=O)[O-])c1C(=O)Nc1ccc(Br)cc1 | -8
COc1ccccc1NC(=O)/C=C/c1cc([N+](=O)[O-])ccc1OC(F)F | 4
O=C(O)c1ccccc1NCc1ccco1 | 1
O=c1c2c3nc4ccccc4nc3n(CCN3CCOCC3)c2ncn1CCN1CCOCC1 | -4
O=C1/C(=N\S(=O)(=O)c2cccs2)C([n+]2cccc(Cc3ccccc3)c2)=C([O-])c2ccccc21 | -8
Clc1ccc(-c2nn3c(-c4ccccn4)nnc3s2)c(Cl)c1 | -47
Cc1nc(/C(N)=N/OC(=O)c2ccc(Cl)cc2)c(C(F)(F)F)o1 | 11
Cn1c(O)c(/C=C2\C=NN=C2c2ccccc2)sc1=S | 9
COCCNC(=S)N/N=C/c1ccc([N+](=O)[O-])cc1 | -9
COc1ccc(N2CCN(Cc3nc4c(c(=O)n(C)c(=O)n4C)n3Cc3ccccc3C)CC2)cc1 | -2
Cn1cccc1/C=C1\SC(=S)N(NC(=O)c2ccccc2O)C1=O | 8
Cc1[nH][nH]c(=O)c1N=Nc1ccccc1Cl | -3
CC(=O)N1N=C(c2c(-c3ccccc3)c3cc(Br)ccc3[nH]c2=O)CC1c1ccco1 (stereo not drawn) | 9
COc1ccc(CCNC(=O)Cc2ccc([N+](=O)[O-])cc2)cc1OC | 1
COC(=O)c1scc2c(=O)cc(C(F)(F)F)[nH]c12 | 32*
COc1cccc2sc(=NC(=O)c3ccc(S(=O)(=O)N4CCOCC4)cc3)n(C)c12 | -11
Cc1ccc(NS(=O)(=O)c2ccc(N/N=C/c3ccccc3OCC(=O)O)c([N+](=O)[O-])c2)c(C)c1 | -12
Cc1cc2nc3c(=O)n(Cc4ccccc4)c(=O)[nH]c3nc2cc1N | 0
COc1ccc(C2c3ccc(O)cc3Oc3ncn4nc(-c5ccco5)nc4c32)cc1OC (stereo not drawn) | 2
Cc1cc(N2CCCCC2C)nc(-c2ccccc2O)n1 (stereo not drawn) | 1
CN(CCc1ccccn1)C(=O)Nc1cccc(Cl)c1 | -6

S1P3 antagonist, hit marks shown above.
Structure | S1P3 antagonist
COC(=O)c1scc2c(=O)cc(C(F)(F)F)[nH]c12 | 32*

(further entries)
Structure | S1P3 antagonist
O=C(O)CCn1c(=S)n(CCC(=O)O)c2ccccc21 | -2
O=C1CCC(=O)N1CCSC(=S)N1CCOCC1 | -19
Cc1cccc(COc2ccc(/C=N/NC(=O)c3nnn(-c4nonc4N)c3COc3ccc(F)cc3)cc2)c1 | -11
O=c1/c(=C\c2cccc(O)c2)sc2nc(-c3ccccc3)c(-c3ccccc3)n12 | 4
COc1cc(C(=O)OCCCN(C)C)cc(OC)c1OC | -7
c1ccc2c(c1)CCc1c-2nc2ccccc2c1N1CCOCC1 | -4
CCc1ccc(C(=O)Cn2cnc3cc([N+](=O)[O-])ccc3c2=O)cc1 | -9
O=C(Nc1cc(Cl)ccc1Cl)c1noc2c1CCCC2 | -39
CCOC(=O)C1(Cc2ccccc2C(F)(F)F)CCN(Cc2ccon2)CC1 | -2
c1cncc(-c2nc3c4ccccc4nc(N4CCC(N5CCCCC5)CC4)n3n2)c1 | -36
COc1ccc(CNCCC2(C(C)C)CCOC(C)(C)C2)cc1 (stereo not drawn) | -1
Cc1cc(C)cc(NC(=O)N2CCCN(c3c(Cl)cncc3Cl)CC2)c1 | 3
COC(=O)c1cc(OC)nc(OC)c1 | -16
O=S(=O)(c1cnc(Cl)c(Cl)c1)N1CCN(c2ncccn2)CC1 | 1
CCOc1ccc2nc(COC(=O)c3cccc([N+](=O)[O-])c3)c(C(C)=O)[n+]([O-])c2c1 | 9
CCOC(=O)c1cnc2c(c(C)nn2C)c1Oc1cc(Cl)cc(Cl)c1 | -4
N#C/C(=C\c1ccc(OCc2cccc(C(=O)O)c2)cc1)C(=O)NCc1ccco1 | 2
COc1ccccc1NC(=O)N1CCN(Cc2ccc3c(c2)OCO3)CC1 | -8
CCOc1ccc(NC(=S)NCc2cccnc2)cc1 | 0
C=CCSc1cc(C)nc2c(-c3ccccc3)c(C)nn12 | 16
CCOC(=O)C(=CNc1ccc(-c2ccco2)c(Cl)c1)C(=O)OCC | 6
S=C(c1ccc2c(c1)OCO2)N1CCOCC1 | 6
O=S(=O)(c1cccs1)N1CCN(c2ccnc3cc(Cl)ccc23)CC1 | 1
NNC(=O)c1cccc(S(=O)(=O)Nc2cc(Cl)ccc2Cl)c1 | -20
CCOC(=O)c1ccc(Oc2cc(C)nc(Cl)n2)cc1 | -9
COc1ccc(CCNCC(O)COc2cccc(Br)c2)cc1OC (stereo not drawn) | 3
C=CCn1cc(C(=O)c2cc(Br)ccc2O)cc(C#N)c1=O | -1
O=S(=O)(Nc1nc2ccccc2s1)c1cnc(Cl)c(Br)c1 | 10
CN(C)CCCn1c(N)c(S(=O)(=O)c2ccccc2)c2nc3ccccc3nc21 | -2
O=C(O)COCC(=O)N1CCN(C2c3ccccc3-c3ccccc32)CC1 | -17
Cn1cc([N+](=O)[O-])c(C(=O)NCc2ccccc2)n1 | -5
O=C(CN1CCN(Cc2ccccc2)CC1)N/N=C/c1ccco1 | -1
Cc1cc2ccccn2c1C(=O)c1ccc(N/N=C/c2ccc(C(=O)O)cc2)c([N+](=O)[O-])c1 | -14
COc1ccc(NC(=O)c2cccs2)cn1 | -9
O=C(/C=C/c1ccccc1)NC1CC2CCCC(C1)N2Cc1ccccc1 (stereo not drawn) | -2
CN(C)CCCNCC(=O)NN(c1ccccc1)c1ccccc1 | -25
Cc1cccc(Nc2sc(C(=O)c3cc4cc(Cl)ccc4o3)c(N)c2C#N)c1 | 28*
c1ccc(-c2[nH]ncc2CN2CCc3ccccc3C2)cc1 | -5
CCOC(=O)c1cc(C)nc(S(C)(=O)=O)c1C#N | -4
O=[N+]([O-])c1cc(CN(CCO)CCO)ccc1O | 9
COc1ccc(NC(=O)CCN2C(=O)/C(=C/c3ccc4c(c3)OCO4)SC2=S)cc1 | 13
Cc1ccc(S(=O)(=O)NCCC(=O)Oc2ccc3ccc(=O)oc3c2)cc1 | 1
N#Cc1ccc(OCC(=O)Nc2cc(S(=O)(=O)N3CCOCC3)ccc2N2CCOCC2)cc1 | -19
